Assay outcomes from PubChem.
DAX1 inh-1: blocks DAX1 repression of SF-1 activated StAR promoter; HEK293T StAR-luciferase reporter, SF-1/DAX-1 repression relief; inhibition, % at 6.8 µM; 370,000 compounds, 1.1% hits; AID 652010;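 active means inhibition above the mean over all tested compounds plus 3 SD, cut at about 3.6% in these data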;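 further: 0% = DAX-1 cells with DMSO and 100% = cells lacking DAX-1 with DMSO; higher inhibition means more luminescence from relief of DAX-1 repression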
SMARCA2 activ: activators of SMARCA2 function; MG213 cells, MMTV-luciferase reporter, dexamethasone, overnight; activation, % at 9.1 µM; 370,000 compounds, 1% hits; in the data active means activation above about 7.8%;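 further: 0% = vehicle wells and 100% = reference activator wells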
NPR2 activator: GC-B (human) receptor activation. P20594. HEK293-GC-B cells, CNP EC30, cGMP TR-FRET; 0% at EC30 CNP, 100% saturating CNP. activation, % at 10 µM. 370,000 compounds, 0.11% hits. AID 1920062;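 active means activation at 10 µM reaching about 35% in either raw or pattern-adjusted values, limit read from the data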
DAX1 inh-2: inhibitors of human orphan nuclear receptor DAX1 (NR0B1); P51843; HEK293 Gal4-DAX1 luciferase reporter, luminescence; inhibition, % at 6.75 µM; 340,000 compounds, 0.99% hits; AID 504766;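 active means inhibition above the mean over all tested compounds plus 3 SD, cut at about 4.2% in these data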;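 further: 0% = DAX1-transfected cells with DMSO and 100% = empty-vector control cells with DMSO; inhibition shows as a rise in luminescence from relieved DAX1 repression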
Target sequence (P51843 207-470 limits assumed): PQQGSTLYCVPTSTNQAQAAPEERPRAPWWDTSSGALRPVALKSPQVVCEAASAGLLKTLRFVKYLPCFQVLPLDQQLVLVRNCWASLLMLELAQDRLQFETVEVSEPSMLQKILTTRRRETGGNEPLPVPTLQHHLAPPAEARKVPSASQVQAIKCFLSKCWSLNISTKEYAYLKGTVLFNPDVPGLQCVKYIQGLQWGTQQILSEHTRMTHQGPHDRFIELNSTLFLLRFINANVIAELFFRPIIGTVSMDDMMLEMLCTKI
hgDAF12 agonist: agonists of H. glycines DAF-12 nuclear receptor. 370,000 compounds, 1.8% hits. HEK293 GAL4-hgDAF12 UAS-luciferase reporter, agonist luminescence; normalized to butyrate control. activation, % at 6.8 µM;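 active means activation above a cutoff set at the mean of all screened compounds plus 3 SD, cut at about 10% in these data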;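 further: 0% = DMSO wells and 100% = sodium butyrate wells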
GC-A act: GC-A (human) enzyme activation. AID 1671463. activation, % at 10 µM. 370,000 compounds, 0.14% hits. HEK293 GC-A cells, cGMP TR-FRET, EC30 ANP; 0% at EC30 ANP, 100% saturating ANP; in the data active means activation above about 40%
FXN GAA850 act: increases GAA850 frataxin promoter reporter activity | AID 540364 | activation, % at 6 µM | HEK293 lucGAA850 FXN promoter luciferase reporter, 24 h; percent of 10 µM SAHA response | 360,000 compounds, 0.56% hits;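 active means activation above the average of all compounds screened plus 3 SD, cutoff fixed separately per campaign, cut at about 7.5% in these data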;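 further: 0% = DMSO wells and 100% = 10 µM SAHA wells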
ADAM10 inh: inhibits human ADAM10; inhibition, % at 7 µM; recombinant ADAM10, EDANS/DABCYL FRET peptide cleavage, 3 h; AID 720582; 370,000 compounds, 0.62% hits;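 active means inhibition above a per-campaign cutoff equal to the mean of compounds falling between control-based bounds plus 3 SD, cut at about 20% in these data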;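 further: 0% = DMSO wells while the 100% control is not disclosed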
Target sequence (O14672 214-748 limits assumed): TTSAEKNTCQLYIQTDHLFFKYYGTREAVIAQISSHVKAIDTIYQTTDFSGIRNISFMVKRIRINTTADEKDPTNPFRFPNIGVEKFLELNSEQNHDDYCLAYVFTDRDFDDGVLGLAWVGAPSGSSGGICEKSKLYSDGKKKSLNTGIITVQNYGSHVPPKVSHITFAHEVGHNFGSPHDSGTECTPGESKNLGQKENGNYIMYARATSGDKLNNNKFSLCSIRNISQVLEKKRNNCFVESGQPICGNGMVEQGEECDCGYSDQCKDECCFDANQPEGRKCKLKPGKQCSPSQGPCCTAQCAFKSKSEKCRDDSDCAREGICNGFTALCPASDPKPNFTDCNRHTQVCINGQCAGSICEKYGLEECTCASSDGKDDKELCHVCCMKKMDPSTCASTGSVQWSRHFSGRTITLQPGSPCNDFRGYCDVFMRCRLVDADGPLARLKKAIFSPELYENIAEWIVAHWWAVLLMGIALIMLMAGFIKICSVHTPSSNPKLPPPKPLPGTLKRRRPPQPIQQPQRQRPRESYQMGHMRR
HGIII-sPLA2 inh: Inhibits HGIII-sPLA2 liposome hydrolysis, primary screen; Q9NZ20; QFRET BODIPY PC-A2 liposome hydrolysis, fluorescence; inhibition, % at 12.2 µM; 370,000 compounds, 0.56% hits; AID 743126;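 active means inhibition above mean plus 3 SD of compounds lying within the high and low control bounds, cut at about 19% in these data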;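 further: 0% = median of test compound wells and 100% = no enzyme DMSO wells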
ssDAF12 agonist: activates DAF-12 receptor from parasite S. stercoralis. AID 652126. HEK293 ssDAF-12/GRIP1 lit1-tk-luc reporter, luminescence; % of 3 µM dafachronic acid response. 370,000 compounds, 1% hits. activation, % at 6.8 µM;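 active means activation above the mean over all tested compounds plus 3 SD, cut at about 0.9% in these data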;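 further: 0% = DMSO-only wells and 100% = 3 µM delta7-dafachronic acid wells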
hcDAF-12 act: activators of H. contortus DAF-12 nuclear receptor; HEK293 hcDAF-12 lit1-tk-luc reporter, luminescence; 0% DMSO, 100% Δ7-dafachronic acid; activation, % at 6.8 µM; 370,000 compounds, 1.4% hits; AID 652067;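 active means activation above the mean of all tested compounds plus 3 SD, cut at about 5.5% in these data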;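 further: 100% = response to 3 µM Δ7-dafachronic acid high control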
* hit, by the source's call; i = inactive; / = no result given; & = joins results of further samples.

Values in the order – DAX1 inh-1	SMARCA2 activ	NPR2 activator	DAX1 inh-2	hgDAF12 agonist	GC-A act	FXN GAA850 act	ADAM10 inh	HGIII-sPLA2 inh	ssDAF12 agonist	hcDAF-12 act
1	COc1cc(/C=C/C(=O)c2ccc3c(c2)OCCO3)cc(OC)c1OC
→ -1.5	-4	0	-3.2	-5.8	1	-3.5	-4	0	-2.0	-3.6
2	CCC1CCCCN1CCCNC(=O)c1cc2c(=O)oc3ccc(C)cc3c2s1 (configuration not stated)
→ -0.1	-2	0	0.4	0.8	4	-1.1	-92	-7	-0.3	3.0
3	O=C(Cc1ccc(Cl)cc1)Nc1nc2ccccc2[nH]1
→ -0.1	1	-2	0.3	-0.3	-5	3.2	9	6	-1.3	4.6
4	COc1ccc(-n2c(COc3ccccc3)nnc2SCc2nc3ccccc3[nH]2)cc1
→ 0.6	-3	-14	/	-0.8	-16	/	-8	-14	-1.4	0.4
5	O=S(=O)(c1ccc(F)cc1)n1ccc(-c2cnc(-c3ccccc3)s2)n1
→ 1.0	0	-8	-1.8	1.5	7	5.1	-4	-2	-0.4	-0.1
6	COc1ccc(S(=O)(=O)N2CCCN(Cc3cccc(F)c3)CC2)cc1
→ -0.8	-1	3	-0.6	3.5	-4	4.4	6	-9	-1.1	0.2
7	CC(NC(=O)OC1CCCCC1)N1C(=O)C2C3C=CC(C3)C2C1=O (configuration not stated)
→ -0.4	-5	11	-1.0	0.2	1	1.4	-3	12	-1.4	-0.7
8	Cc1cc(C)n(C2CCCCC2OC(=O)CCc2ccccc2)n1 (configuration not stated)
→ -0.3	-2	-3	0.0	-1.8	-9	1.2	-3	10	-0.2	-1.1
9	CCOC(=O)C1CCCN(C(=O)COC(=O)C2=COCCO2)C1 (configuration not stated)
→ -0.3	-1	2	0.8	0.0	1	0.6	-5	8	-1.1	2.5
10	CN(C)S(=O)(=O)c1ccc(C(=O)Nc2ccnn2C2CCCCC2)cc1
→ -1.0	-3	6	-1.8	-2.8	3	-3.1	-4	0	-1.3	-2.8
11	CN(C(=O)c1ccc2c(c1)S(=O)(=O)N=C1CCCCCN12)c1ccccc1
→ 1.1	2	2	-1.4	2.4	-3	2.5	-4	14	-0.7	0.2
12	CC(C(O)c1ccc(O)cc1)N1CCC(Cc2ccccc2)CC1 (configuration not stated)
→ -0.4&-0.3&0.0	-2&-2&0	3&2&4	1.8&-0.2&0.4	-1.5&0.5&-3.6	-1&4&-1	0.2&-1.4&-1.4	-11&-12&-2	3&8&-3	-1.2&-0.5&-1.7	-1.7&-1.2&-1.5
13	CCCc1cc(=O)oc2cc(OCC(=O)NC3CCN(Cc4ccccc4)CC3)ccc12
→ -4.4	-1	-6	0.5	0.2	-10	-1.9	-65	-8	0.2	-1.8
14	CC(=O)N1CCN(CC(O)COc2ccc(Br)cc2)CC1 (configuration not stated)
→ 0.5	-2	5	1.9	-1.9	2	1.5	16	4	-1.1	0.2
15	COCCNC(=O)c1sc2ncn(CC(=O)N3CCCCC3)c(=O)c2c1C
→ 0.0	1	5	-1.0	-0.2	5	-1.1	10	4	-0.9	1.9
16	CC1(C)CC(=O)C2=C(C1)C(c1cn(-c3ccccc3)nc1-c1ccccc1)C(C#N)=C(N)O2 (configuration not stated)
→ 0.5	3	-7	0.6	4.3	-19	2.6	3	2	-0.2	-2.6
17	O=c1c(C(c2ccc(F)cc2)c2c(O)nc3n(c2=O)CCCS3)c(O)nc2n1CCCS2
→ 0.6	5	7	1.3	1.0	2	0.4	-2	2	-0.6	0.3
18	Cc1ccnc(NC(=O)c2cccc(NC(=O)c3ccc(Cl)c(Cl)c3)c2)c1
→ 0.7	3	4	-1.6	-0.2	3	0.1	7	2	-0.8	-0.3
19	CO/N=C/C(=N\Nc1ccc(OC)cc1)C(=O)c1ccc(OC)cc1
→ -0.3	1	-11	0.4	-1.1	-6	-2.5	2	1	-1.4	-2.0
20	O=C(NCc1cccs1)c1nc(-c2cccs2)no1
→ 0.6	0	-1	4.3*	1.7	-2	2.4	-7	4	-1.5	0.6

Next section
Values in the order – DAX1 inh-1	SMARCA2 activ	NPR2 activator	DAX1 inh-2	hgDAF12 agonist	GC-A act	FXN GAA850 act	ADAM10 inh	HGIII-sPLA2 inh	ssDAF12 agonist	hcDAF-12 act
21	Cc1noc(C(=O)Nc2ccccc2C(F)(F)F)c1Cl
→ -0.2	1	3	0.2	-2.3	-3	2.5	-1	0	-1.8	0.1
22	Clc1nc2ccccc2nc1-c1ccccc1
→ 0.5	1	-6	1.5	-0.1	-1	2.3	1	-3	-1.6	-0.6
23	Nc1ccccc1SCC(=O)Nc1nccs1
→ 0.4	5	3	1.5	2.1	0	0.9	2	2	-1.3	1.1
24	F[B-](F)(F)COCc1ccccc1C#Cc1ccccc1
→ 0.9	18*	2	/	6.6	2	/	4	-1	-1.0	-2.4
25	CC(=O)NS(=O)(=O)c1ccc2c(c1)Cc1cc(S(=O)(=O)NC(C)=O)ccc1-2
→ -0.4	-1	1	0.5	-0.2	-3	1.8	7	17	-0.1	3.0
26	Cc1ccc(NC(=O)C(C)OC(=O)c2ccc(Cl)nc2)cc1S(=O)(=O)N1CCOCC1 (configuration not stated)
→ 1.2	-4	2	-0.1	-2.6	-2	2.7	-7	-3	-0.2	3.8
27	C[C@@H]1O[C@@H](O[C@H]2[C@H](Oc3cc(O)c4c(c3)OC(c3ccc(O)cc3)CC4=O)O[C@H](CO)[C@@H](O)[C@@H]2O)[C@H](O)[C@H](O)[C@H]1O (some centres not stated)
→ 0.4	-4	3	2.6	1.7	3	0.0	0	-4	-0.4	-0.8
28	Cc1cccc(/C(N)=N/OC(=O)CCC2CCCCC2)c1
→ 0.1	-3	5	2.4	2.1	0	1.3	-1	4	-1.2	1.0
29	Cc1ccc(NNC(=O)c2c(F)cccc2Cl)cc1C
→ -0.4	8.1*	6	0.5	2.1	3	0.9	11	5	-0.9	4.0
30	Cc1ccc2nc(-c3ccc(NC(=O)COC(=O)c4cncc(Br)c4)cc3)sc2c1
→ 5.7*	6	-3	2.8	13*	1	8.4*	i	7	1.6*	9.5*
31	Cc1ccc(CNc2ccc(N3CCOCC3)cc2)cc1
→ -0.4	-2	5	3.0	-0.4	-2	4.4	-40	5	0.2	0.8
32	C=CCn1c(COc2cccc3ccc(C)nc23)nnc1SCC(=O)OC
→ 1.3	-2	0	-0.4	0.7	0	0.3	-22	3	0.9*	2.9
33	COc1ccc(OCCN2C(=O)NC(C)(c3ccc(C)cc3)C2=O)cc1 (configuration not stated)
→ -0.4	-1	-1	1.8	-0.2	2	-0.1	5	3	-0.9	-0.2
34	Cc1ccc(O)c(C2=NCCNC(C(F)(F)F)=C2)c1
→ 0.1	2	-6	0.3	-0.9	3	1.5	-10	1	-0.6	-1.2
35	C#CCOc1nc(Nc2cccc([N+](=O)[O-])c2)nc(OCC#C)n1
→ -0.4	-1	6	-0.5	-3.2	8	1.4	7	-1	-1.7	-1.1
36	O=C(NCc1ccco1)/C(=C\c1cccs1)NC(=O)c1cccs1
→ 0.4	1	1	1.3	0.6	0	-2.4	-2	1	-1.4	-0.2
37	COC(=O)c1ccccc1SC(CC(=O)c1ccccc1)c1ccc(F)cc1 (configuration not stated)
→ -0.8	2	-5	-1.4	2.3	-6	1.8	1	-5	-1.6	-0.7
38	O=C(O)c1ccc(Cn2c(SCc3cc(=O)n4cc(Br)ccc4n3)nc3ccsc3c2=O)cc1
→ 0.4	-1	-2	/	-3.9	5	/	-13	2	-0.5	0.8
39	COc1ccccc1NS(=O)(=O)c1ccc(S(=O)(=O)N2CCOCC2)cc1
→ -0.8	-3	-2	0.3	-1.4	4	1.5	-3	-3	-1.7	-1.2
40	COc1cccc(C(=O)Nc2sc3c(c2C#N)CCN(C(C)=O)C3)c1
→ -2.0	1	-8	-0.8	5.5	-5	-2.5	-5	4	-0.1	1.0

The results go on:
Values in the order – DAX1 inh-1	SMARCA2 activ	NPR2 activator	DAX1 inh-2	hgDAF12 agonist	GC-A act	FXN GAA850 act	ADAM10 inh	HGIII-sPLA2 inh	ssDAF12 agonist	hcDAF-12 act
41	Cc1ccccc1CC(=O)NC1CCCc2ccccc21 (configuration not stated)
→ -0.3	0	-6	0.5	-1.3	-1	0.8	-7	-2	-1.5	0.2
42	COc1ccc(C(=O)C[n+]2cn(C(F)F)c3ccccc32)c(F)c1
→ 7.3*	4	-2	0.9	8.9	-6	2.0	-36	-14	-0.4	2.6
43	CC(C)C(=O)N1CCN(c2ccc(NC(=S)NC(=O)c3cc4ccccc4o3)cc2)CC1
→ -0.8	-1	1	2.0	-2.7	1	-1.1	-1	3	-1.3	-1.6
44	COC(=O)c1sccc1NC(=O)c1cc(OC)c(OC)c(OC)c1
→ 0.1	2	-2	1.3	0.3	-2	-2.3	1	-2	-1.2	0.3
45	CC(NC(=O)C(NC(=O)C1CCCN1C(=O)OC(C)(C)C)C(C)C)C(N)=O (configuration not stated)
→ 0.0	-2	-1	0.4	0.6	-2	-3.6	7	5	-1.1	-1.9
46	CCOC(=O)c1ccc(S(=O)(=O)N2CCN(C(=O)c3cc(=O)c4ccccc4o3)CC2)cc1
→ -0.5	3	1	0.9	-0.2	-4	2.5	1	-5	-1.4	-0.3
47	O=C(Nc1ccc(F)c(F)c1)c1ccccc1-c1ccccc1
→ -0.8	-4	2	-0.6	2.5	-1	1.9	-12	13	-1.3	-0.8
48	CCNC(=S)N1CCC(NC(=O)C2CCCCC2)CC1
→ -0.4	3	-1	-0.5	-1.3	0	-1.3	1	4	-0.9	-0.3
49	CC(C)(C)OC(=O)N1CCN(c2ccc([N+](=O)[O-])cc2)CC1
→ 0.1	1	-6	0.4	-0.6	3	0.6	2	0	-1.2	-0.7
50	COc1ccc(Cl)cc1NC(=O)c1cccc(-n2cnnn2)c1
→ -2.9	-1	-8	0.7	-1.3	-4	1.6	-8	2	-1.0	-1.1
51	O=C(O)CSc1nnnn1-c1ccccc1
→ -0.3	-2	6	0.1	-0.4	0	-2.4	-1	3	-0.7	-0.2
52	N/C(=N\OC(=O)c1cc(Cl)ccc1Cl)c1ccccn1
→ 2.9	5	0	-0.9	18*	2	-0.3	-3	-4	2.2*	17*

Rows were taken by chance, and some 6.6% of all compounds hit somewhere here.
